# From PubChem
# mcGAS inh = inhibitors of mouse cGAS. recombinant cGAS, Kinase-Glo ATP depletion luminescence. inhibition, % at 12.5 µM. 160,000 compounds, 0.15% hits;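 further: 0% = negative control wells and 100% = reference inhibitor with no enzyme activity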
# hcGAS lum = inhibitors of human cGAS; recombinant h-cGAS, ATP depletion, Kinase-Glo luminescence; inhibition, % at 12.5 µM; 290,000 compounds, 0.081% hits; Q8N884; AID 1259398;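 further: 0% = vehicle reaction and 100% = reaction without DNA for no activity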
# Target sequence (Q8N884 whole entry, looked up): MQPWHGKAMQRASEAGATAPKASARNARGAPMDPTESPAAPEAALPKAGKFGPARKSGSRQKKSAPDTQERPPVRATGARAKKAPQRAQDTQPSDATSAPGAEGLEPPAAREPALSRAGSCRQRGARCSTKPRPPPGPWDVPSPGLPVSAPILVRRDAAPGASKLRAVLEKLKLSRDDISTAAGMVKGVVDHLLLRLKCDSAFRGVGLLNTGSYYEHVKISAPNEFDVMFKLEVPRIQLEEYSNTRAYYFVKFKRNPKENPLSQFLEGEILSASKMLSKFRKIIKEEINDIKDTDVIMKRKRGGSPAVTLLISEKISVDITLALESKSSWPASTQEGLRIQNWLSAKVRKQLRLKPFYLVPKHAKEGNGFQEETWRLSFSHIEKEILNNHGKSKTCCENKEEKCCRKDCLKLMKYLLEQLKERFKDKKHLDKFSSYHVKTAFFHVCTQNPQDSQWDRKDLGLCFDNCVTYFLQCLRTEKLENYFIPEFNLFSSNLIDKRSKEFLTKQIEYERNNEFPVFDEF
# NPYLR7 ag = activates Aedes aegypti NPYLR7 receptor; HEK293T NPYLR7/Galpha15, GCaMP6s calcium fluorescence; activation, % at 10 µM; 270,000 compounds, 0.15% hits; AID 1259423; in the data active means activation above about 40%;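 further: 0% = vehicle and 100% = reference agonist at the receptor; some compounds past the cut are filed as inactive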
# Active calls of the source: *; / = no result given; & = joins results of further samples. Unless noted, no stated cut-off is given here; in the data, active means inhibition above about 40%; inactive means the rest.
SMILES,mcGAS inh,hcGAS lum,NPYLR7 ag
N#Cc1ccccc1OC/C=C/COc1ccccc1C#N,/,12.5,3.7
CCc1noc(C)c1C(=O)Nc1cc(C(C)(C)C)ccc1OC,/,-16.1,13.3
COc1cc(Cn2nc(C3CC3)c3cnn(-c4ccc(F)cc4)c3c2=O)cc(OC)c1,/,0.3,-3.2
Cc1cc(C)cc(-n2c(SCC(=O)N3CCCc4ccccc43)nc3c(c2=O)SCC3)c1,-0.4,2.7,-5.5
CCOC(=O)C1CCN(C(=O)CC(c2cccc(Cl)c2)c2cn(CC)c3ccccc23)CC1 (stereo not drawn),-4.2,1.7,6.8
O=C(Nc1nccs1)c1ccc2ccccc2n1,-4.8,0.4,-5.4
COc1cc(NC(=O)c2cc(=O)c(OCc3ccccc3)c[nH]2)cc(OC)c1OC,/,-6.1,-5.9
O=S(=O)(c1ccccc1C(F)(F)F)N1CCN(c2nc3nccc(-c4cc(Cl)ccc4Cl)n3n2)CC1,-6.0,-4.2,5.3
C=CCn1c(SCc2ccccc2C#N)nnc1-c1ccc(OC)cc1,0.8,-3.2,-0.6
O=C(CSc1ncccn1)N1CCC(CO)(Cc2cccc(C(F)(F)F)c2)CC1,-8.3&-4.2,-10.1&-4.5,0.8&-7.1
COc1ccccc1NC(=O)CSc1nc2[nH]ncc2c(=O)[nH]1,/,-5.4,-0.1
CS(=O)(=O)N1CCC(C(=O)Nc2nc3ccccc3s2)CC1,/,-6.2,0.7
Cc1ccn(CC(=O)N2CCC3(CCCN(CCCc4ccccc4)C3)C2)n1 (stereo not drawn),/,-5.4,7.0
COc1ccc(Nc2nccc3[nH]c(-c4cccc(OC)c4F)nc23)cc1,-7.2,-2.7,-3.7
COc1ccc(S(=O)(=O)N2CCCC(C)C2)cc1N1CCN(C(=O)/C=C/c2ccccc2Cl)CC1 (stereo not drawn),-8.1,-4.0,27.8
Cc1ccsc1C(=O)N1CCC1(C)C(=O)NC1CCCC1 (stereo not drawn),/,-8.5,2.8
COc1cccc(Cc2nsc(N3CCCN(C(=O)N(C)C)CC3)n2)c1,-4.9,-7.5,10.4
O=C(Nc1cc(-c2ccccc2)nn1-c1cc(Cl)ccc1Cl)c1ccccc1C(F)(F)F,0.8,0.1,-1.2
CCCCC1C(=O)N(c2nc(C)cc(C)n2)N=C1C (stereo not drawn),/,-8.5,10.4
c1cncc(-c2noc(C3CCCN(C4CCC5(CCNCC5)CC4)C3)n2)c1 (stereo not drawn),-1.1,-8.0&2.1,-1.1&-10.9
COc1nc(-c2ccccc2C)n(-c2cccc(NC(=O)c3ccc(F)cc3)c2)n1,-4.8,-7.8,21.0
CC(c1ccccc1)N(C)C(=O)c1ccc2c(c1)S(=O)(=O)N=C1CCCCCN12 (stereo not drawn),-5.7,-4.7,4.9
O=C(c1ccc(=O)[nH]c1)N1CCC(COCc2ccccc2)CC1,/,-9.3,0.3
COC1=C(OC)C(=O)C(Sc2ccc3ccccc3c2)=C(Cl)C1=O,-8.3,-12.9,1.1
C[C@@H]1CN(Cc2nncn2C)CC[C@@]1(O)C1CCC1,-6.1,-13.9,/
CCn1cc2c(c1-c1ccccc1)c(=O)n(C)c(=O)n2C,/,-2.1,-2.8
CCOC(=O)CCC(=O)N(Cc1ccc(F)cc1)C(C)C(=O)c1c(C)c(C(=O)OC)n(C)c1C (stereo not drawn),-3.7,-5.7,-13.7
CC(C)(C)c1cc2nc(C(=O)N3CCN(Cc4ccccc4)CC3)cc(-c3ccccc3F)n2n1,-10.8&-5.2,-4.0&-3.1,9.7&19.5
C=CCN(Cc1ccccc1)C(=O)c1ncccc1OC,-7.5,-5.4,/
COCCN(Cc1cccs1)C(=O)c1cn2cc(Cl)ccc2n1,-8.6,-4.0,0.0
CC(C)n1nccc1NC(=O)CN(C)S(=O)(=O)c1ccc(Cl)s1,/,-6.6,8.5
Cc1nc(-c2nccn2CC(c2cccnc2)N2CCOCC2)co1 (stereo not drawn),-3.3,-0.8,-12.5
Cc1ccc(CN(C)CC(=O)Nc2ccc(N3CCCC3=O)cc2)cc1,-7.0,-10.8,1.8
Cc1ccc(Cn2cnc3c(nnn3-c3cccc(C)c3)c2=O)cc1,-8.0,-4.6,-7.5
CCOC(=O)c1c(C)[nH]c(C(=O)C(C)N2CCOCC2)c1C (stereo not drawn),/,-7.3,6.9
O=C(CCc1c[nH]c2ccccc12)N1CCCC(Nc2ccc(F)c(F)c2)C1 (stereo not drawn),/,-8.9,7.4
CC(C)CNc1ncnc2c1sc1nc(C(C)C)c3c(c12)CC(C)(C)OC3,/,-5.4,7.3
CNC(=O)c1nc(CN2CCOC(Cc3ccc(F)cc3)C2)no1 (stereo not drawn),/,-0.2,-2.8
CCCCN(CC(=O)N1CCc2sccc2C1c1ccccc1)C(=O)c1cccc(C(F)(F)F)c1 (stereo not drawn),-6.1,-2.8,0.7
O=C1NC(=S)N/C1=C\c1cc(Br)cc(Br)c1O,/,-4.2,-3.0
Brc1cc2c(cc1/C=N\Nc1nc(N3CCCCC3)nc(N3CCOCC3)n1)OCO2,0.2,0.8,-14.6
Cc1nc2c(=O)n(CC(=O)N3CCCc4ccccc43)nc(-c3ccco3)c2s1,-6.4,1.9,-0.1
COc1cccc(CCC(=O)N2CCc3c(cnc(C)c3CNS(=O)(=O)c3cccs3)C2)c1,-13.7,-7.7,5.9
COc1cc(CNC(=O)c2ccc(-c3cc(-c4cccc5c4OCCO5)[nH]n3)cc2)cc(OC)c1,-3.2,1.4,/
COCCN1CCCC(O)(CN2CCN(c3cc(C)nc4ncnn34)CC2)C1=O (stereo not drawn),/,-7.5,7.2
Cc1ccc(CNc2ncnc3ccc(-c4ccc(CO)o4)cc23)o1,-8.5,-4.5,5.9
CCNC(=O)N(CCOC)Cc1csc(COc2cccc3ccccc23)n1,-4.9,-4.2,26.8
CC1=C(C(=O)OCC(F)(F)F)C(c2ccc3c(c2)OCO3)NC(=O)N1 (stereo not drawn),/,-3.9,-0.6
CC(C)(C)c1nc(C(=O)Nc2ccc(S(C)(=O)=O)nc2)cs1,/,-9.9&-9.7,-3.0&0.1
Cc1nc(NCCNC(=O)c2ccccc2F)cc(N2CCCC2)n1,/,-2.4,0.9
NS(=O)(=O)c1ccc(C(=O)NCc2cc(F)cc(Br)c2)o1,/,-5.6,6.9
COc1ccccc1Oc1cc(C(C)(C)C)nc(SCc2ccccc2Cl)n1,-6.6,-7.5,0.4
CN(C)C(=O)N1CCN(Cn2nnc(-c3ccc(Cl)cc3)n2)CC1,/,0.1,7.7
CC(C)c1nnc2sc(CCc3cccnc3)nn12,0.8,-2.2,6.0
O=C(c1ccc2c3c(cccc13)CC2)C1CCCN(C(=O)CCc2cnccn2)C1 (stereo not drawn),/,-7.1,7.0
CC(Cl)C(=O)N1CCN(c2nccc(-c3ccc(C(C)(C)C)cc3)n2)CC1 (stereo not drawn),-7.6,-6.4,31.0
CC(SCc1ccc(F)cc1Cl)C(=O)NC1CC1 (stereo not drawn),/,-5.9,-4.3
Cc1ccc(CN(CCN(C)C)C(=O)c2cccc3c2OCCO3)s1,/,-1.5,-0.3
Cc1cccc(OCC2CCCN(Cc3ncccc3C(=O)O)C2)c1 (stereo not drawn),-9.9,-1.1,-3.0
Cc1ccc(C2=NOC(CN(Cc3cccc(Cl)c3)CC(O)COCc3ccccc3)C2)cc1 (stereo not drawn),-5.8,-6.1,-2.5

# Complete entries as entered above.
# `COc1nc(-c2ccccc2C)n(-c2cccc(NC(=O)c3ccc(F)cc3)c2)n1` as listed: mcGAS inh = -4.8; hcGAS lum = -7.8; NPYLR7 ag = 21.0
# `O=C1NC(=S)N/C1=C\c1cc(Br)cc(Br)c1O` as listed: mcGAS inh = /; hcGAS lum = -4.2; NPYLR7 ag = -3.0

# 7 of the compounds above, with bars between the fields:
Molecule | mcGAS inh | hcGAS lum | NPYLR7 ag
CN(C)C(=O)N1CCN(Cn2nnc(-c3ccc(Cl)cc3)n2)CC1 | / | 0.1 | 7.7
CC(C)c1nnc2sc(CCc3cccnc3)nn12 | 0.8 | -2.2 | 6.0
O=C(c1ccc2c3c(cccc13)CC2)C1CCCN(C(=O)CCc2cnccn2)C1 (stereo not drawn) | / | -7.1 | 7.0
CC(Cl)C(=O)N1CCN(c2nccc(-c3ccc(C(C)(C)C)cc3)n2)CC1 (stereo not drawn) | -7.6 | -6.4 | 31.0
CC(SCc1ccc(F)cc1Cl)C(=O)NC1CC1 (stereo not drawn) | / | -5.9 | -4.3
Cc1ccc(CN(CCN(C)C)C(=O)c2cccc3c2OCCO3)s1 | / | -1.5 | -0.3
Cc1cccc(OCC2CCCN(Cc3ncccc3C(=O)O)C2)c1 (stereo not drawn) | -9.9 | -1.1 | -3.0

# New compounds follow.
SMILES,mcGAS inh,hcGAS lum,NPYLR7 ag
O=C(CC1CCCC1)N1CCC2(CC1)[C@H](O)C[C@@H]2O,-5.3,-10.1,/
COc1ccc(CNC(=O)CC[C@]23CC[C@](C)(O)C[C@H]2C(C)(C)C[C@@H]3NC(=O)c2cccs2)cc1,-6.8,-5.8,-11.2
COc1cc(C)c(C)cc1S(=O)(=O)NCc1ccccc1Cl,-8.7,1.3,4.0
COc1cccc(C(=O)NCC(=O)NCc2ccc(C(F)(F)F)cc2)c1,/,-5.9,7.8
CCOc1ccccc1C(=O)Nc1cc(-c2ccccc2)nn1-c1cccc(F)c1,-7.9,-3.2,3.3
CCOc1ccccc1NC(=O)N1CCCCC1CCn1cccn1 (stereo not drawn),/,-10.6,-2.7
Cc1ncsc1CCn1cnc(-c2ccccc2)c1-c1ccc(CO)o1,-18.7,-6.9,27.7
CCN1CCN(Cc2c(O)cc(C)c3c2O/C(=C\c2ccco2)C3=O)CC1,-5.7,-1.1,64.9*
CCC(=O)Nc1cc(-c2cccs2)nn1-c1nc(C)c(C)c(=O)[nH]1,/,-11.0,-1.7
CC(C)C(=O)Nc1c(-c2ccc(Cl)cc2)nc2ccccn12,-8.5,-5.6,-2.9
Cc1c(C(=O)N2CCC2)oc2ccc(Br)cc12,/,0.5,0.3
CC1(C(=O)Nc2ccc(F)cc2F)CCN1C(=O)c1ccccc1CCc1ccccc1 (stereo not drawn),-3.3,-9.0,9.4
C=CCN(CC=C)C(C(=O)O)c1ccc(F)c(C)c1 (stereo not drawn),/,-6.0,3.3
CC(CNC(=O)C(C)(C)c1ccccc1)Oc1cccnc1 (stereo not drawn),/,-2.7,-1.4
C1=Cc2n[n+]3c4ccccc4nn3c2=CC1,-5.0,2.3,-15.6
COc1cc(Cl)c(C)cc1NC(=O)C1CCN(C(=O)C2CC2)CC1,/,-20.2,2.9
CC1(C(=O)NS(=O)(=O)c2cccs2)CCN1C(=O)c1ccc(C2CCCCC2)cc1 (stereo not drawn),/,-1.4,5.1
O=C(c1ccc(-n2cncn2)nc1)N1CCC2(CCCCC2)CC1,-10.8,-4.6,0.6
c1ccc(C2CCCCN2Cc2ccc(-c3ccn[nH]3)s2)nc1 (stereo not drawn),/,6.0,0.7
NC(=O)C1CCN(C(=O)CCc2csc(NC(=O)c3ccc[nH]c3=O)n2)CC1,-11.5,-7.1,-8.2
O=C(Nc1cccc(F)c1)N1CCC2(CC1)SCCN2C(=O)c1ccc(Cl)cc1,-5.3,-10.6,-1.6
CSCC(=O)N1CCC(C2CCN(C(C)=O)CC2)C1 (stereo not drawn),-2.1,0.6,/
CCOCC(=O)N1CCN(c2ncnc3c2nnn3CC)CC1,/,-2.7,0.7
O=C(NCCS(=O)(=O)c1ccc(F)cc1)C1CC2(CCNCC2)CN1 (stereo not drawn),/,-3.2,9.7
Cc1cc(C)cc(NC(=O)Cn2nc(C3CC3)c3cnn(-c4ccc(C)c(C)c4)c3c2=O)c1,/,-3.6,4.2
Clc1ccc(-n2nnnc2SCc2nnc(-c3ccccc3)o2)cc1,-5.8,-9.2,/
CC/C=C(/C)C(=O)NC(C)c1ccc(OCc2ccncc2)c(OC)c1 (stereo not drawn),/,-6.5,4.6
COc1cc(Br)c(COC(=O)c2c(C)noc2N)cc1OC,/,-10.8,8.8
CN(Cc1ccc(Cl)cc1)Cc1cc2c(cc1O)OCO2,/,-0.9,-0.6
CC1C(c2cccs2)=[N+]([O-])C(C)(c2ccc(Br)cc2)N1O (stereo not drawn),/,1.5,8.6
NC(=O)COc1cccc(CN2CCCSc3ccccc32)c1,/,-6.7,3.3
CCC(NC(=O)c1cnn(Cc2ccccc2)c1)c1ccnn1C (stereo not drawn),/,-4.7,-1.3
CN1CCN(C(=O)c2ccccc2NC(=O)c2cccs2)CC1,/,4.9,-3.1
CCCCCCNC(=O)c1csc(CSc2nnc(-c3cccnc3)n2-c2ccccc2C)n1,-5.9,-2.5,8.3
CC(C)NC(=S)NC1(c2ccccc2)CCC1,/,0.1,1.2
C=CCNCc1nccn1Cc1c(F)cccc1Cl,-3.9,-2.1,7.3
O=C(N=Nc1c(O)n(CN2CCOCC2)c2ccccc12)c1ccncc1,-5.2,-6.2,8.7
CCc1nccc(CN2CCOc3c(O)cc(-c4cccc(Cl)c4)cc3C2)n1,/,-13.8,-5.0
CC1C(=O)N(c2ccc3c(c2)CCC3)CCN1C(=O)COc1ccc(Cl)cc1 (stereo not drawn),-4.2,-4.5,-0.7
CCc1cc2c(=O)c(-c3ccc4c(c3)OCO4)c(C(F)(F)F)oc2c(CN(C)C)c1O,/,5.1,-5.7
COc1cc(C(=O)N2CCCC3(CC2)CN(C)C(=O)O3)ccn1 (stereo not drawn),/,-6.1,17.4
CCOc1ccc2c(c1)sc(=NC(=O)c1ccn(C)n1)n2C,-8.7,-7.2,/
COc1cccc(CN(Cc2ccco2)Cc2nc(C(=O)O)co2)c1OC,-3.6,-1.4,2.1

# No enrichment for hits (roughly 0.27% active in at least one column).
